# Siah-1 displacement = Siah-1 peptide-binding antagonists, primary screen, biochemical, fluorescence polarization, rhodamine-plectin, uHTS (AID 1817). Siah-1 / rhodamine-plectin peptide fluorescence polarization; higher % means a stronger effect. 290,000 tested, 0.02% active. displacement, % at 20 µM; hits with a dose series show IC50 in µM;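 active = displacement of at least 50% at 20 µM, with a fluorescence ratio check between 0.3 and a set limit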;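 also: plate controls were Siah plus tracer with DMSO for no effect and tracer alone without Siah for full effect; strong numbers were not always called active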
# Rac1 GTP hydrolysis = MgcRacGAP GTPase-activating activity inhibitors, confirmation, biochemical, ADP Hunter fluorescence; 340,000 tested, 0.6% active; MgcRacGAP-stimulated Rac1 GTP hydrolysis, ADP Hunter fluorescence; higher % means a stronger effect; GST-tagged Rac1 F28L mutant substrate; one-dose inhibition, % at 30 µM; IC50 in µM for titrated hits;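 active = first-screen hits whose inhibition reached a set limit at any dose in the follow-up dose series; inconclusive = inhibition above the set first-screen limit but never retested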;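 also: fluorescence reports GDP produced by GAP-driven GTP hydrolysis; strong numbers were not always called active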
# NS5 inhibitors = Dengue-2 NS5 methyltransferase inhibitors, primary screen, biochemical, confirmation dose response (AID 588689). one-dose inhibition, % at 25 µM; IC50 in µM for titrated hits. 340,000 tested, 0.3% active. Dengue-2 NS5 methyltransferase capping enzyme assay, biochemical; higher % means a stronger effect; in the data active = a potency from the dose series; inconclusive = inhibition above about 29% without an active follow-up result
# RSV antiviral HEp-2 = RSV antiviral activity via CPE protection, HEp-2 cells, primary 10 µM value included (AID 2391); HEp-2 cells, RSV-induced CPE inhibition; higher % means a stronger effect; CPE inhibition, % at 10 µM; hits with a dose series show IC50 in µM; 310,000 tested, 0.13% active; in the data active = a potency from the dose series; inconclusive = CPE inhibition mostly from about 23% at the one dose, without a potency; inactive = the rest, 99 in 100 with CPE inhibition below about 21%; also: strong numbers were not always called active
# LYP inhibition = inhibitors of LYP phosphatase, biochemical, fluorescence intensity, uHTS (AID 1779) | recombinant LYP phosphatase, fluorescence intensity; higher % means a stronger effect | 290,000 tested, 0.054% active | inhibition, % at 11.5 µM, or IC50 in µM where a hit was titrated; in the data active = inhibition above about 50%;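 also: plate controls were vehicle with enzyme for no effect and no enzyme for full effect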
# AID2073 = inhibitors of Mint1-CaV2.2 protein interaction, biochemical, HTRF (AID 2073). HTRF protein-protein interaction, Mint1-CaV2.2; higher % means a stronger effect. inhibition, % at 20 µM, or IC50 in µM where a hit was titrated. 290,000 tested, 0.19% active; in the data active = inhibition mostly above about 51%, no sharp cut-off; inconclusive = no clear call, values can overlap the other calls; inactive = mostly below about 53%; also: some results filed as inactive read as strong as hits
# XIAP antagonists = XIAP antagonists, biochemical, IAP family, fluorescence polarization (AID 1018); XIAP BIR domain, fluorescence polarization peptide displacement; higher % means a stronger effect; displacement, % at 20 µM, or IC50 in µM where a hit was titrated; 200,000 tested, 0.007% active; in the data active = displacement above about 50%; also: a part of the inactive calls stands beside numbers as strong as those of hits
# HIV fusion peptide = cell-free HIV fusion peptide-binding blockers – biochemical, uHTS, fluorescence dequenching, primary screen (AID 1986) | cell-free peptide binding, fluorescence dequenching, 30 min; higher % means a stronger effect | inhibition, % at 20 µM, or IC50 in µM where a hit was titrated | 290,000 tested, 0.3% active; in the data active = inhibition mostly above about 52%, no sharp cut-off; inactive = mostly below about 76%; also: some results filed as inactive read as strong as hits
# Large T inhibition = SV40 large T antigen inhibitors, biochemical (AID 1903) | SV40 large T antigen ATPase/helicase inhibition assay; higher % means a stronger effect | inhibition, % at 20 µM, or IC50 in µM where a hit was titrated | 310,000 tested, 0.39% active; in the data active = a potency from the dose series; inconclusive = inhibition mostly from about 32% at the one dose, without a potency; inactive = the rest, 99 in 100 with inhibition below about 32%; also: strong numbers were not always called active
# NS5 inhibitors pilot replicate = recorded beside NS5 inhibitors, whose call it bears; inhibition, %; measured here: pilot screen replicate inhibition
# Numbers without * were called inactive; u = inconclusive; x = no result given.
SMILES,Siah-1 displacement,Rac1 GTP hydrolysis,NS5 inhibitors,RSV antiviral HEp-2,LYP inhibition,AID2073,XIAP antagonists,HIV fusion peptide,Large T inhibition,others
CCOC(=O)N1CCN(C(=O)/C=C/c2cccc([N+](=O)[O-])c2)CC1,17%,0%,-2%,-0.4%,-1%,2%,-2.8%,-0.9%,0%,
COC(=O)/C(=C\c1ccc([N+](=O)[O-])o1)NC(=O)c1ccccc1,-5%,9%,-5%,0.9%,1%,4%,-7.0%,42%,3%,
Clc1cccc(-c2nc(NCC3CCCO3)c3ccccc3n2)c1 (configuration not stated),6%,1%,-11%,13%,0%,5%,-6.0%,3.5%,4%,
Cc1ccc(CN(CC(O)COc2cccc3[nH]cc(C)c23)C(C)(C)C)cc1 (configuration not stated),2%,x,-1%,0.2%,-5%,-6%,x,0.9%,4%,
COc1cc(C(=O)Nc2ccccc2NC(=O)c2cc(OC)c(OC)c(OC)c2)cc(OC)c1OC,0%,6%,-8%,1.4%,-8%,2%,x,-2.8%,7%,
Cc1ccc2nc(N3CCC(C(=O)NC4CCCCC4)CC3)sc2c1,10%,-11%,-3%,12%,-8%,7%,x,2.0%,12%,
COc1ccc(NC(=O)CN2CCc3ccccc3C2)c(OC)c1,-8%,0%,-6%,3.4%,-9%,4%,x,-0.7%,1%,
COc1cccc(CNC(=O)C(=O)NCC(c2ccco2)N2CCOCC2)c1 (configuration not stated),-1%,6%,5%,1.4%,-8%,11%,-5.2%,-0.3%,6%,
CCOCCn1c(CN(Cc2ccccc2)Cc2ccccc2)nc2c1c(=O)[nH]c(=O)n2C,1%,1%,-8%,x,0%,-1%,-2.4%,-2.5%,8%,
Cc1ccc2nc(/C(C#N)=C\c3ccc(N4CCCCC4)c([N+](=O)[O-])c3)[nH]c2c1,-2%,12%,4%,22%,3%,1%,-26%,-6.1%,13%,
Fc1cccc(CN(C2=NCCN2)c2c(Cl)cccc2Cl)c1,x,4%,u,-1.8%,x,x,x,x,24%,
CCn1c(C)nc2cc(C(=O)NNC(=O)c3ccc(Cl)nc3)ccc21,3%,4%,-5%,-0.1%,-5%,8%,-5.1%,-2.1%,6%,
Cc1ccc(S(=O)(=O)Oc2ccc(/C=C3\N=C(c4cccc(C)c4)OC3=O)cc2)cc1,-1%,3%,0%,2.9%,-3%,4%,-2.4%,-0.3%,12%,NS5 inhibitors pilot replicate=3.6
COCc1cc(C)nc(Oc2ccccc2)c1C#N,2%,3%,-2%,0.1%,-7%,2%,-4.3%,0.4%,-4%,
CC(=O)Nc1ccc2c(c1)nc1n2CCOC1,-4%,1%,2%,0.2%,-10%,3%,-6.0%,0.6%,0%,
C=CCn1c(C)cc(-c2csc(NC(=O)C3=COCCO3)n2)c1C,x,5%,5%,1.7%,x,x,x,x,17%,
O=C(Cn1ncc2c(=O)oc3ccccc3c21)N1CCN(C(=O)c2ccco2)CC1,1%,6%,6%,0.9%,-3%,8%,-4.2%,-2.8%,5%,
Cc1cc(C)cc(NC(=O)CN2CCC(NC(=O)c3cccc(F)c3)CC2)c1,1%,11%,-1%,3.7%,3%,-5%,x,1.2%,21%,
Cc1ccc(CC(=O)N2CCN(c3ccc([N+](=O)[O-])cc3)CC2)cc1,-6%,8%,1%,17%,2%,0%,x,-1.6%,-1%,
CC(=O)OCC1OC(Nc2cccc(C)c2)C(OC(C)=O)C(OC(C)=O)C1OC(C)=O (configuration not stated),-2%,0%,-4%,1.3%,-10%,-5%,-8.4%,-1.4%,29%,
COc1ccccc1NC(=S)NN1CCN(C)CC1,4%,6%,6%,1.0%,-10%,8%,-2.0%,-0.2%,8%,
O=C1c2ccccc2CN1CCSC(=S)N1CCOCC1,6%,3%,0%,2.1%,-6%,3%,-6.5%,3.4%,7%,
c1ccc(Cn2nnc3c(N4CCCCCC4)ncnc32)cc1,-3%,0%,1%,50µM*,6%,3%,-4.9%,-1.6%,-3%,
CCCNC(=O)NC1C(NC(=O)NCCC)N(C)C(=O)N1C (configuration not stated),-5%,7%,0%,1.9%,-3%,-4%,0.5%,0.0%,-10%,
O=C(c1cccs1)N1CCN=C1SCc1ccc(F)cc1,13%,2%,-1%,-0.5%,-2%,6%,x,-0.8%,9%,
Cn1cnc(S(=O)(=O)Nc2ccc3c(c2)OCCO3)c1,1%,x,x,0.3%,-4%,-3%,x,1.2%,19%,
Cc1cccc(OCCCC(=O)Nc2ccc(N3CCCCC3)cc2)c1C,4%,1%,0%,0.7%,-1%,5%,-5.2%,-3.2%,-5%,
O=C(CN1C(=O)NC2(CCSC2)C1=O)NCc1ccccc1 (configuration not stated),-5%,8%,-8%,3.8%,6%,-9%,-0.6%,-0.2%,-3%,
Cc1cccc(NC(=O)c2ccc3nccnc3c2)c1C,1%,7%,-5%,1.2%,-5%,-10%,x,1.1%,11%,
CNC(=O)C(C)NS(=O)(=O)c1ccc(F)cc1 (configuration not stated),-2%,8%,-3%,0.6%,-5%,1%,-3.1%,-1.9%,-4%,

# Molecules from the list above that have an aryl methoxy group (4):
SMILES,Siah-1 displacement,Rac1 GTP hydrolysis,NS5 inhibitors,RSV antiviral HEp-2,LYP inhibition,AID2073,XIAP antagonists,HIV fusion peptide,Large T inhibition,others
COc1cc(C(=O)Nc2ccccc2NC(=O)c2cc(OC)c(OC)c(OC)c2)cc(OC)c1OC,0%,6%,-8%,1.4%,-8%,2%,x,-2.8%,7%,
COc1ccc(NC(=O)CN2CCc3ccccc3C2)c(OC)c1,-8%,0%,-6%,3.4%,-9%,4%,x,-0.7%,1%,
COc1cccc(CNC(=O)C(=O)NCC(c2ccco2)N2CCOCC2)c1 (configuration not stated),-1%,6%,5%,1.4%,-8%,11%,-5.2%,-0.3%,6%,
COc1ccccc1NC(=S)NN1CCN(C)CC1,4%,6%,6%,1.0%,-10%,8%,-2.0%,-0.2%,8%,

# (next part)
SMILES,Siah-1 displacement,Rac1 GTP hydrolysis,NS5 inhibitors,RSV antiviral HEp-2,LYP inhibition,AID2073,XIAP antagonists,HIV fusion peptide,Large T inhibition,others
CN(CC(=O)Nc1ccccc1Br)C(=O)c1cccnc1Nc1cccc(C(F)(F)F)c1,5%,8%,-12%,9.6%,7%,15%,x,1.6%,5%,
O=c1c(Cc2ccccc2)c(O)c2cccc3c4c(n1c23)CCCC4,-3%,6%,9%,1.9%,-4%,23%,x,17%,11%,
COc1cccc(C(=S)N2CCCC2)c1OC,2%,13%,-6%,3.0%,-8%,-4%,x,-1.0%,14%,
Nc1cc(N)nc(SCCOc2ccccc2F)n1,4%,8%,-2%,2.8%,2%,-4%,-4.5%,0.2%,4%,
CC(C)(C)n1nnnc1C(c1ccc(F)cc1)N1CCN(Cc2ccc3c(c2)OCO3)CC1 (configuration not stated),0%,8%,-6%,1.1%,-4%,2%,0.1%,-0.9%,12%,
CSCCC(NC(=O)c1ccccc1)C(=O)N1CCN(C(c2ccccc2)c2ccccc2)CC1 (configuration not stated),1%,8%,-7%,9.3%,0%,7%,x,1.0%,22%,
O=C(NCCS(=O)(=O)c1ccc(Br)cc1)c1ccccc1Cl,-3%,1%,4%,3.0%,-9%,5%,x,-0.9%,21%,
Cc1ccc(C(=O)NCc2ccco2)cc1S(=O)(=O)N1CCCCC1,0%,-2%,3%,2.0%,0%,25%,-14%,14%,9%,
O=C(c1cnc2sccn2c1=O)N1CCc2ccccc2C1,-5%,4%,2%,1.1%,-2%,11%,-7.1%,4.4%,-1%,
CSc1nc(N)c(C#N)c(-c2ccccc2Cl)c1C#N,0%,10%,1%,1.7%,-3%,6%,-1.9%,-1.7%,-1%,

# Reprinted from the part before: 4 entries, then new ones.
SMILES,Siah-1 displacement,Rac1 GTP hydrolysis,NS5 inhibitors,RSV antiviral HEp-2,LYP inhibition,AID2073,XIAP antagonists,HIV fusion peptide,Large T inhibition,others
O=C(NCCS(=O)(=O)c1ccc(Br)cc1)c1ccccc1Cl,-3%,1%,4%,3.0%,-9%,5%,x,-0.9%,21%,
Cc1ccc(C(=O)NCc2ccco2)cc1S(=O)(=O)N1CCCCC1,0%,-2%,3%,2.0%,0%,25%,-14%,14%,9%,
O=C(c1cnc2sccn2c1=O)N1CCc2ccccc2C1,-5%,4%,2%,1.1%,-2%,11%,-7.1%,4.4%,-1%,
CSc1nc(N)c(C#N)c(-c2ccccc2Cl)c1C#N,0%,10%,1%,1.7%,-3%,6%,-1.9%,-1.7%,-1%,
CC1CC(C)CN(C(=S)SCc2nc(N)nc(Nc3ccccc3)n2)C1 (configuration not stated),5%,-3%,-5%,u,6%,19%,x,1.3%,20%,
O=C(CN1C(=O)S/C(=C\c2ccc(F)cc2)C1=O)Nc1cccc(S(=O)(=O)NCc2ccco2)c1,-4%,14%,-8%,4.5%,2%,6%,-8.4%,2.2%,-19%,
NC(=O)NC(=O)COC(=O)c1ccc2noc(-c3ccccc3)c2c1,6%,6%,3%,1.5%,-9%,7%,x,3.6%,3%,
CCn1nccc1C(=O)Nc1ccc(C(=O)OC(C)C)cc1,-1%,14%,-4%,17%,-9%,9%,x,-1.2%,6%,
Cc1ncc(CN2CCCC(C(=O)Nc3ccc(-n4ccnc4C)cc3)C2)cn1 (configuration not stated),1%,12%,-7%,0.1%,-11%,12%,x,0.9%,11%,
Cc1ccc(S(=O)(=O)N2CCN(CC(O)c3ccccc3)CC2)cc1 (configuration not stated),2%,7%,1%,-0.7%,5%,-2%,-1.5%,-1.5%,4%,
CCCC(=O)N(c1ccc2oc(C)c(C(C)=O)c2c1)S(=O)(=O)c1ccc(C)c([N+](=O)[O-])c1,6%,4%,-1%,3.1%,-5%,3%,35%,-0.6%,-3%,
O=c1c(Cl)c(NCc2ccccc2Cl)cnn1C12CC3CC(CC(C3)C1)C2,-3%,4%,3%,u,7%,-1%,-4.6%,-6.5%,8%,
